Source: PubChem (several laboratories)
NOD2 inhibition: NOD2 signaling inhibitors, cell-based, luminescence, uHTS, HEK293 (AID 1566). 0.63% of 290,000 active. inhibition, % at 4 µM; hits with a dose series show EC50 in µM. HEK293 NOD2/NF-kB luciferase reporter, luminescence; higher % means a stronger effect; note: many of its hits are not listed in these tables
HIV fusion peptide: inhibitors of HIV fusion peptide binding, primary screen, biochemical, uHTS, fluorescence dequenching (AID 1986); cell-free peptide binding, fluorescence dequenching, 30 min; higher % means a stronger effect; inhibition, % at 20 µM; hits with a dose series show IC50 in µM; 0.3% of 290,000 active; in the data active = inhibition mostly above about 52%, no sharp cut-off; inactive = mostly below about 76%; note: some results filed as inactive read as strong as hits
SIAH1 antagonists: blockers of Siah-1 interaction with plectin peptide – biochemical, fluorescence polarization, rhodamine-plectin, uHTS, primary screen (AID 1817) | 0.02% of 290,000 active | one-dose displacement, % at 20 µM; IC50 in µM for titrated hits | Siah-1 / rhodamine-plectin peptide fluorescence polarization; higher % means a stronger effect;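 active = displacement of at least 50% at 20 µM, with a fluorescence ratio check between 0.3 and a set limit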;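 note: plate controls were Siah plus tracer with DMSO for no effect and tracer alone without Siah for full effect; strong numbers were not always called active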
LYP phosphatase: PTPN22 lymphoid phosphatase activity blockers – biochemical, fluorescence intensity, uHTS (AID 1779) | one-dose inhibition, % at 11.5 µM; IC50 in µM for titrated hits | recombinant LYP phosphatase, fluorescence intensity; higher % means a stronger effect | 0.054% of 290,000 active;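 note: plate controls were vehicle with enzyme for no effect and no enzyme for full effect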
NOD1 NF-kB reporter: NOD1 signaling inhibitors, primary screen, cell-based, luminescence, uHTS (AID 1578); NOD1-driven NF-kB luciferase reporter cells, luminescence; higher % means a stronger effect; one-dose inhibition, % at 4 µM; EC50 in µM for titrated hits; 1% of 290,000 active; in the data active = inhibition mostly above about 36%, no sharp cut-off; inactive = mostly below about 34%;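 note: HEK-293T reporter cells stimulated with the NOD1 agonist gamma-tri-DAP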
KOR beta-arrestin-1: kappa opioid receptor activators – cell-based, luminescence, uHTS, primary screen (AID 1777). KOR beta-arrestin recruitment, luminescence; higher % means a stronger effect. one-dose activation, % at 10 µM; EC50 in µM for titrated hits. 0.02% of 280,000 active; in the data active = activation above about 50%, passing the limit was not always enough; note: a part of the inactive calls stands beside numbers as strong as those of hits
KOR beta-arrestin-2: kappa opioid receptor blockers – cell-based, luminescence, uHTS (AID 1778); KOR beta-arrestin recruitment, luminescence, antagonist mode; higher % means a stronger effect; one-dose inhibition, % at 10 µM; IC50 in µM for titrated hits; 0.091% of 290,000 active; note: strong numbers were not always called active
Myeloid diff MLP: compounds promoting myeloid differentiation; calls only at 10 µM; 1% of 360,000 active; ER-HoxA9 myeloid progenitors, lysozyme-GFP differentiation, flow cytometry;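 active = normalized GFP-positive differentiation at or above the plate's own cutoff, the solvent-only control mean plus 3 SD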;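 note: cells exposed to compound for four days before flow analysis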
Salmonella PhoP GFP: inhibitors of PhoP regulon expression, primary screen, Salmonella Typhimurium, GFP reporter (AID 1863) | inhibition, % at 50 µM, or IC50 in µM where a hit was titrated | S. Typhimurium PhoP-regulated promoter GFP reporter, 4 h; higher % means a stronger effect | 0.16% of 300,000 active;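 active = inhibition over 29.93%, a cutoff 3 SD above the screen mean, later confirmed by dose response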;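 note: 0% = low Mg2+ inducing control and 100% = high Mg2+ repressing control; strong numbers were not always called active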
Myeloid diff MLP GFP+ MAC1+ %: recorded beside Myeloid diff MLP, whose call it bears; GFP+ MAC1+ double positive, %; measured here: differentiation confirmed by MAC1 staining
Numbers without * were called inactive; i = inactive; / = no result given; + = active, no number; [ ] = remark or other dose. Cut-off read from the data, not from the text of the source, unless noted: active = inhibition above about 50%; inactive = the rest.

SMILES,Myeloid diff MLP GFP+ MAC1+ %,KOR beta-arrestin-2,Myeloid diff MLP,KOR beta-arrestin-1,HIV fusion peptide,NOD2 inhibition,Salmonella PhoP GFP,NOD1 NF-kB reporter,LYP phosphatase,SIAH1 antagonists
CCN(C(=O)CN1C(=O)COc2ccc(S(=O)(=O)N3CCOCC3)cc21)c1ccc(OC)cc1,3.6,-9%,i,-1.9%,-0.5%,14%,2%,0%,-6%,0%
CCOc1cccc2cc(-c3csc(NC(=O)CCC(=O)N4CCC(C)CC4)n3)c(=O)oc12,2.3,-17%,i,11%,-0.1%,12%,-1%,-28%,-8%,0%
O=C(NCCc1c[nH]c2ccccc12)C(F)(F)C(F)F,0.7,-3%,i,5.3%,-2.5%,4%,-6%,31%,-8%,2%
COc1cc(/C=N/NC(=O)c2cccnc2)ccc1OS(=O)(=O)c1ccc(C)cc1,0.1,-60%,i,0.7%,-0.4%,7%,-20%,-2%,-4%,-4%
O=c1[nH]c2ccc(Cl)cc2c(-c2ccccc2)c1[N+](=O)[O-],1.0,-30%[20 µM],i,-5.3%,-1.3%,35%,11%,-6%,-2%,-2%
CCOc1ccc(NC(=O)N(C2CCCCCC2)C2CCN(C(C)=O)CC2)cc1,0.2,0%,i,3.7%,-1.9%,-4%,-5%,0%,-8%,-4%
Cc1cc(C)n(-c2ccc(S(=O)(=O)N3CCCC3)cc2[N+](=O)[O-])n1,0.2,7%,i,0.8%,-1.7%,24%,-1%,7%,-5%,-4%
CN1CCN(C2=Cc3ccccc3Sc3cc(F)c(Cl)cc32)CC1,1.3,2%,i,12%,-2.7%,12%,2%,-7%,-10%,-7%
O=C(CN1C(=O)CCC1=O)NC(=O)NC1CCCC1,0.8,-7%,i,6.0%,-1.5%,16%,11%,-6%,-3%,-2%
O=C(c1ccc(F)cc1)C1CCN(S(=O)(=O)c2ccccc2)CC1,0.5,-22%,i,-1.9%,0.1%,1%,-5%,-39%,-7%,-4%
FC(F)Oc1ccc(NC(=S)Nn2cnnc2)cc1,0.3,1%,i,-9.7%,1.0%,0%,24%,-26%,-4%,9%
Cc1cc(C(=O)OCC(=O)Nc2cccnc2Cl)c2ccccc2n1,0.8,-40%,i,-4.5%,-0.2%,12%,4%,-26%,2%,-3%
CC(=O)N1CCc2ccc(S(=O)(=O)N3CC(C)OC(C)C3)cc21 (stereo not drawn),1.0,-15%,i,9.1%,0.8%,11%,3%,30%,-1%,-2%
COc1ccc(CCNc2ccc(N3C(=O)CC(C)C3=O)cc2[N+](=O)[O-])cc1 (stereo not drawn),0.2,16%,i,-0.6%,-1.0%,13%,-2%,-5%,-4%,-3%
Cc1csc(C(=O)O)c1NC(=O)c1ccc(F)cc1,0.3,-11%,i,2.1%,1.0%,-5%,6%,-11%,-5%,7%
CNC(=O)NC(=O)CSc1ncc(C(F)(F)F)cc1Cl,0.9,-2%,i,5.3%,0.1%,-19%,8%,-6%,4%,-1%
O=S1(=O)C[C@@H](O)[C@@H](Nc2ccc(Cl)cc2)C1,0.6,-41%,i,-2.7%,-2.4%,-3%,-5%,15%,-10%,-2%
COCCNC(=O)CN(Cc1cccs1)C(=O)CCC(=O)Nc1nccs1,0.2,-16%[20 µM],i,/,-0.6%,-2%,5%,-7%,-4%,-1%
COc1ccc(CCNC(=O)c2c(C)nc3ccccn23)cc1OC,0.4,-3%[20 µM],i,0.2%,-0.5%,10%,/,-22%,-4%,7%
COc1ccc(Nc2cc(C(=O)NCCCOC(C)C)c3ccccc3n2)c(OC)c1,0.6,-15%,i,3.2%,1.2%,-12%,-7%,-3%,-6%,-5%
COc1ccc(NC(=O)C2CCC(C)(C(=O)O)C2(C)C)cc1 (stereo not drawn),1.8,19%,i,3.8%,-1.1%,2%,-15%,-14%,-3%,0%
Cc1ccc2nc(NC(=O)CCn3cccc3)sc2c1,0.0,-19%,i,0.1%,1.3%,-47%,3%,-53%,4%,5%
COC(=O)c1ccccc1CSc1nsc(/C=C/N(C)C)c1C#N,0.6,-13%,i,1.2%,15%,24%,-3%,-3%,4%,-5%
CC(CN1CCOCC1)OC(=O)COc1ccc(F)cc1 (stereo not drawn),0.7,-27%,i,2.4%,-1.4%,10%,-6%,-8%,-8%,3%

Three entries already listed, sorted by the number in LYP phosphatase, descending.
mol | Myeloid diff MLP GFP+ MAC1+ % | KOR beta-arrestin-2 | KOR beta-arrestin-1 | HIV fusion peptide | NOD2 inhibition | Salmonella PhoP GFP | NOD1 NF-kB reporter | LYP phosphatase | SIAH1 antagonists
COc1ccc(CCNc2ccc(N3C(=O)CC(C)C3=O)cc2[N+](=O)[O-])cc1 (stereo not drawn) | 0.2 | 16% | -0.6% | -1.0% | 13% | -2% | -5% | -4% | -3%
Cc1csc(C(=O)O)c1NC(=O)c1ccc(F)cc1 | 0.3 | -11% | 2.1% | 1.0% | -5% | 6% | -11% | -5% | 7%
CC(CN1CCOCC1)OC(=O)COc1ccc(F)cc1 (stereo not drawn) | 0.7 | -27% | 2.4% | -1.4% | 10% | -6% | -8% | -8% | 3%

Later entries:
SMILES,Myeloid diff MLP GFP+ MAC1+ %,KOR beta-arrestin-2,Myeloid diff MLP,KOR beta-arrestin-1,HIV fusion peptide,NOD2 inhibition,Salmonella PhoP GFP,NOD1 NF-kB reporter,LYP phosphatase,SIAH1 antagonists
COCCCn1c(=O)/c(=C\c2ccc(OC(F)F)c(OC)c2)s/c1=C(/C#N)C(N)=O,0.4,-43%,i,13%,38%,5%,-16%,-5%,-6%,-3%
COc1ccc(C2Nc3ccccc3C(=O)N2Cc2ccco2)cc1COc1ccc([N+](=O)[O-])cc1 (stereo not drawn),1.2,0%,i,4.6%,5.1%,-76%,-3%,/,12%,2%
COc1ccc(C2(CNC(=O)Cc3ccc(OC)c(OC)c3)CCOCC2)cc1,1.1,-8%,i,6.7%,0.1%,5%,-1%,9%,-3%,-1%
COc1ccc(C(C)=O)cc1COc1nc(C)nc2ccccc12,0.4,-11%,i,-0.7%,-1.3%,17%,1%,-13%,-4%,4%
O=C1Cc2ccccc2Sc2ccccc21,0.7,-3%,i,-2.0%,-1.6%,7%,-5%,-8%,-7%,-3%
COCCCNC(=S)N1CCC(C(=O)c2ccc(Cl)cc2)CC1,0.4,-33%[20 µM],i,1.2%,0.1%,21%,-2%,23%,-8%,1%
Cc1ccc2c(c1)[nH]c1c(=O)n(CCC3=CCCCC3)cnc12,/,-30%,/,6.0%,-1.5%,-39%,-4%,-52%,-2%,-1%
COc1ccccc1Nc1ncc(C(=O)N2CCC(C(N)=O)CC2)c2ccccc12,1.5,35%,i,-3.9%,1.5%,-6%,-4%,-22%,6%,0%
COc1ccc(C)cc1NCc1cccc(OC)c1OC,6.6,25%,i,-6.9%,-2.1%,-6%,1%,-2%,-1%,3%
O=C1c2ccccc2NC(c2ccccn2)N1c1ccccc1F (stereo not drawn),1.2,-20%,i,1.6%,1.3%,11%,3%,-33%,-5%,23%
CC(=O)Nc1c(NC(C)(C)C)c2ccccc2oc1=O,0.2,-14%,i,0.6%,-0.7%,12%,-5%,-31%,-4%,-2%
COc1ccc(-n2c(C)c(C)c3c(NCCCO)ncnc32)cc1,0.5,-25%,i,5.2%,-1.7%,8%,12%,16%,-8%,-6%
Cn1nc(-c2ccc(C(=O)NCCO)cc2)c2ccccc2c1=O,0.3,1%,i,-1.2%,-0.2%,-20%,13%,5%,-10%,-4%
CCCCCCC(=O)OCC(=O)c1ccc2c(c1)NC(=O)CO2,0.4,4%,i,-1.3%,1.8%,-12%,-10%,-49%,-2%,10%
CCCn1c(CC)nc([N+](=O)[O-])c1Sc1ccc(C)cc1,2.0,24%,i,4.2%,-3.8%,11%,5%,34%,-4%,-2%
CCN(CC)S(=O)(=O)c1cc(C(=O)OCC(=O)c2ccc3c(c2)NC(=O)CO3)ccc1Cl,0.3,0%,i,-1.4%,2.1%,15%,5%,-14%,1%,-1%
CC(=O)Oc1ccc(/C=C2/SC(=S)N(Cc3ccccc3)C2=O)cc1,3.5*,35%,+,-0.4%,2.5%,4%,0%,-7%,5%,2%
CCn1c(CNc2ccc(Cl)cc2)nnc1SCC#N,0.4,-39%[20 µM],i,/,-1.6%,-9%,-4%,-49%,-4%,-1%
CC1CN(S(=O)(=O)c2ccccc2)CC(C)O1 (stereo not drawn),0.5,22%,i,-3.5%,0.4%,-7%,21%,-8%,-6%,-4%
Cc1cc(C)c(C)c(S(=O)(=O)N2CCN(Cc3nc4ccccc4[nH]3)CC2)c1C,7.5,2%,i,11%,-2.0%,1%,-8%,8%,-6%,0%
CC(C)(C)NC(=O)CSc1nc2[nH]ncc2c(=O)[nH]1,0.2,7%,i,-3.9%,-0.6%,13%,-7%,-23%,-4%,7%
Cc1ccc2c(c1)cc(CN(C(=O)N1CCOCC1)C1CCCC1)c1nnnn12,/,-13%,/,0.6%,-1.2%,2%,-4%,-23%,-2%,-6%
COc1ccc(C)cc1S(=O)(=O)N1CCCCC1,0.3,-5%,i,-6.7%,3.9%,-15%,-1%,-28%,-5%,4%
O=C(Nc1ccccc1)Nc1cccc(C(F)(F)F)c1,0.2,-34%,i,11%,1.2%,-39%,-1%,-34%,-2%,-4%
CCOC(=O)N1CCN(S(=O)(=O)c2c(C)nc3scc(C)n3c2=O)CC1,0.0,-13%,i,7.5%,1.0%,28%,6%,19%,-4%,-5%
CCc1ccc(NC(=O)Nc2cccs2)cc1,1.0,-29%,i,2.5%,4.8%,-161%,-12%,-103%,4%,0%
N#Cc1cccc(C(c2nnnn2C2CCCC2)N2CCC(Cc3ccccc3)CC2)c1 (stereo not drawn),1.8,17%,i,-4.5%,1.3%,11%,0%,-25%,7%,3%
Cc1cc(=O)oc2cc(OCC(=O)c3ccccc3)ccc12,0.4,-48%[20 µM],i,/,-1.9%,-2%,5%,-7%,-6%,-6%
N#C/C(=C(/O)CN1CCOCC1)c1nc2ccccc2s1,0.7,10%,i,9.7%,0.0%,-2%,-12%,-21%,6%,-4%
CC12CCC(C(=O)NCc3ccccc3Cl)(CC1=O)C2(C)C (stereo not drawn),0.2,-43%[20 µM],i,-1.1%,-1.9%,4%,3%,-17%,-3%,3%
CCCNCC1C(Oc2ccc(Cl)cc2Cl)C(=O)N1c1cccc(C)c1C (stereo not drawn),0.2,-1%,i,3.0%,2.3%,9%,1%,-30%,-4%,9%
CC(=O)Nc1ccc(S(=O)(=O)Nc2ccccn2)cc1,0.2,-22%[20 µM],i,/,-0.9%,10%,-6%,1%,-4%,4%
Cc1cccc(-n2nnc(C(=O)NCc3ccccc3Cl)c2N)c1,0.3,22%,i,-8.8%,0.3%,-1%,-6%,-10%,-4%,-1%

This is a subset, so the mix of outcomes need not match the whole.
